Bioassay records (PubChem BioAssay)
FBW7 act: human FBW7 E3 ligase activation, primary screen; Q969H0; AlphaScreen FBW7–phospho-cyclin E peptide binding, activator screen; normalized activity (activation), % at 26.1 µM; 650,000 compounds, 0.13% hits; in the data active = normalized activity above about 1.9%;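 note: purified mutant Fbw7 with reduced substrate affinity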
Target sequence (Q969H0 whole entry, looked up): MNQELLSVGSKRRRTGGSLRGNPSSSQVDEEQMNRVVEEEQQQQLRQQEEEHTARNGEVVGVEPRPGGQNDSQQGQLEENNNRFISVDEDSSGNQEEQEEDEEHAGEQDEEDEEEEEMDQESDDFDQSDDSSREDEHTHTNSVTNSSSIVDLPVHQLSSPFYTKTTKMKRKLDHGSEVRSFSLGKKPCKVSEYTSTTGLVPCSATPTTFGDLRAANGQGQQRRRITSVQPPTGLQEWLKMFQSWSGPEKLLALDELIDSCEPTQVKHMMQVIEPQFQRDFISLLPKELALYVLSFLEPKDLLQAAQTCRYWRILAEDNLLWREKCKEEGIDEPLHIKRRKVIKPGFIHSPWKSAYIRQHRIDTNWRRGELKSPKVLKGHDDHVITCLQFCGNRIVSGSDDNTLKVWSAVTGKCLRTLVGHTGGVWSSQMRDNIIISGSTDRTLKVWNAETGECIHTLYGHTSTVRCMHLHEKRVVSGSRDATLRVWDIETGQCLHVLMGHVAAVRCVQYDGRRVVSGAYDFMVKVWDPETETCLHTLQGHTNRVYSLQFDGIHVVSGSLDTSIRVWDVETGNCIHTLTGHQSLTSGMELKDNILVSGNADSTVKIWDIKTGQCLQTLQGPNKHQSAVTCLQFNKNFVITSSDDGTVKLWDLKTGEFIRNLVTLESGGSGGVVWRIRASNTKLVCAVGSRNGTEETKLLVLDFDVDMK
GPR151 ag: human GPR151 activation; Q8TDV0; PathHunter beta-arrestin GPR151 cells, luminescence; activation, % at 11.2 µM; 650,000 compounds, 1% hits; AID 1508602; in the data active = activation above about 4.9%;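 note: 0% = median of compound wells and 100% = cells with positive control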
Target sequence (Q8TDV0 whole entry, looked up): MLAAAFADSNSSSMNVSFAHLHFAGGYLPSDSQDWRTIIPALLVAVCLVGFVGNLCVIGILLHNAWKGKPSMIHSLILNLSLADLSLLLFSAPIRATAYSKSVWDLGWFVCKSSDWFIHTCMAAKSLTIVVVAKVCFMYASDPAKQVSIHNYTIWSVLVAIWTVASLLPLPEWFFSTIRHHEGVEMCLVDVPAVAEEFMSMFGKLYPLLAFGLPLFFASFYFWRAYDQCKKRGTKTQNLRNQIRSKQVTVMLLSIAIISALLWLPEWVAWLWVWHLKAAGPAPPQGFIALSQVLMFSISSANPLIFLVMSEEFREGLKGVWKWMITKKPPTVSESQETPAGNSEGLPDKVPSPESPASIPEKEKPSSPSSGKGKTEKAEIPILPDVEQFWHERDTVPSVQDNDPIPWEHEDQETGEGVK
TEAD-YAP inh: TEAD-YAP interaction inhibition. 640,000 compounds, 1.4% hits. inhibition, % at 9.12 µM. HEK-TIYL cells, TEAD-Gal4/YAP UAS-luciferase luminescence; in the data active = inhibition above about 32%;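 note: 0% = median of test compound wells and 100% = reference inhibitor wells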
MITF primary: blocks human microphthalmia-associated transcription factor | O75030 | inhibition, % at 2.6 µM | 650,000 compounds, 0.91% hits | AlphaScreen MITF homodimerization, bead proximity signal | AID 1259374; in the data active = inhibition above about 50%;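 note: 0% = vehicle wells with protein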
An asterisk follows results filed as active.

SMILES	FBW7 act	GPR151 ag	TEAD-YAP inh	MITF primary
Fc1cccc(CSc2nc3ccccc3c3nc(Cc4ccccc4)nn23)c1	0.3	-0.2	-4	-5
CCc1ccccc1NC(=O)CN1C(=O)C2C3C=CC(C3)C2C1=O (centres undefined)	0.5	-0.1	-7	10
Cc1cccc2sc(NC(=O)CSc3ccccn3)nc12	-0.2	4.4	-11	-3
O=C(NC1CC1)c1ccc(-c2nc(Nc3ccc(Oc4ccccc4)cc3)c3ncn(-c4ccsc4)c3n2)cc1	-0.1	1.1	-2	14
Nc1nc(CSc2nnc(-c3cccc(F)c3)n2-c2ccccc2)nc(N2CCOCC2)n1	-0.1	-0.9	-9	51*
CC(C)COc1ccc(C2Nc3ccccc3C(=O)N2c2ccc3ccccc3c2)cc1 (centres undefined)	-0.1	-0.8	-50	-1
CCC(Sc1nc(C)cc(C)n1)C(=O)Nc1sc2c(c1C#N)CCCC2 (centres undefined)	0.4	0.4	10	20
CCCCOC(=O)c1cccc(NC(=O)c2c(-c3ccccc3Cl)noc2C)c1	0.1	-0.6	2	4
Cc1cc(C)nc(NS(=O)(=O)c2ccc(NC(=O)c3cc(Cl)sc3Cl)cc2)n1	-0.3	-0.1	8	4
CCOC(=O)C1(CCOc2ccccc2)CCN(C(=O)Nc2ccccc2)CC1	0.0	-1.7	-14	2
CC(C)NC(=O)c1cnc2n(c1=O)CCS2	-0.1	1.2	7	-3
O=S(=O)(/N=C(\N1CCCCC1)C(F)(F)F)c1ccccc1	0.0	0.3	-6	-1
O=C(CN1CCCCCC1)N1c2ccccc2C=Cc2ccccc21	0.2	-2.5	-10	17
Cc1ccnc(NS(=O)(=O)c2ccc(NC(=O)/C=C/c3ccc([N+](=O)[O-])s3)cc2)n1	-0.1	0.5	-5	12
N#C/C(C(=O)NCc1ccccc1)=C(/O)Cl	1.1	-2.2	5	20
CCOC(=O)c1cc2sc(C)cc2n1CC(=O)OC	-0.1	0.3	-1	10
COC(=O)C1=C(N)n2c(s/c(=C\c3ccccc3)c2=O)=C(C#N)C1c1ccccc1 (centres undefined)	-0.1	4.9	-2	12
Oc1ccc(Cl)cc1C1=Nc2ccccc2N=C(C(F)(F)F)C1	0.0	-1.8	-35	6
Cc1cc(Cl)c2oc(C(=O)O)c(C)c2c1	0.3	-0.3	15	9
COc1ccc(-c2ccc(C(=O)NCCc3ccccc3)c(N(C)C(C)=O)n2)cc1	1.4	-0.2	-55	3
Cc1cc(C)c(NC(=O)C2(c3cccs3)CCCC2)c(C)c1	0.0	2.4	-1	6
COc1ccccc1/C=N/NC(=O)CCC(=O)Nc1ccc(F)cc1	0.4	-0.3	18	2
CCN(Cc1ccccc1)S(=O)(=O)c1ccc(F)c(C(=O)Nc2cccc(OC)c2)c1	-0.1	-0.9	-5	2
NC(=O)C1CCN(C(=O)COc2cc(Cl)c(Cl)cc2Cl)CC1	0.0	0.2	2	24
Cn1cc(SCC(=O)N2N=C(c3cccs3)CC2c2ccc(F)cc2)c2ccccc21 (centres undefined)	0.0	0.1	19	-6
Cc1ccc(C)c(CSCC(=O)NCc2cccs2)c1	-0.1	1.3	1	-2
COc1cc(-c2nc3sc4c(c3c(=O)[nH]2)CCCC4)ccc1OC(=O)c1cccs1	-0.5	0.2	1	-8
CCOC(=O)CSc1nc2c(c(=O)n1-c1ccccc1C)C1(CCCCC1)Cc1ccccc1-2	0.0	1.7	-5	9
O=C(Nc1ccc2oc(-c3ccccc3F)cc(=O)c2c1)c1ccncc1	0.0	1.6	-2	-11
CCCOC(=O)C1=C(C)NC2=C(C(=O)CC(c3ccc(Cl)cc3)C2)C1c1ccc(Cl)cc1 (centres undefined)	0.7	0.9	11	16
COC(=O)Cn1cc(CN2CCc3nc(N4CCCC(C)C4)[nH]c(=O)c3C2)c2ccccc21 (centres undefined)	-0.1	1.0	-3	-22
Cc1cc(C)nc(N2CCC(C(=O)NCCc3ccc(Cl)cc3)CC2)n1	-0.1	1.2	-3	-1
Cc1ccc(C(C)C)c(OCCNC(=O)c2ccc(C(C)(C)C)cc2)c1	0.1	0.2	11	10
Cc1ccc(NS(=O)(=O)c2ccc(C)c([N+](=O)[O-])c2)cc1C	0.6	-1.5	3	5
O=C(NCc1ccccc1)N1CCN(Cc2nc(-c3ccccc3)cs2)CC1	-0.3	-1.3	6	-19
Cc1onc(-c2c(Cl)cccc2Cl)c1C(=O)Nc1cccc(C(F)(F)F)c1	-0.1	0.5	-28	-3
CC(C)(C)c1ccc(S(=O)(=O)N2CCc3ccccc3C2)cc1	-0.1	-0.3	-2	6
COc1cccc(-c2cc(-c3cn[nH]c3)cc3c(=O)[nH]c(C4COc5ccc(OC)cc5C4)nc23)c1 (centres undefined)	0.1	-0.8	-12	8
CN1CCC(NCCc2cccc(F)c2)CC1	0.0	-1.0	-4	36
COC(=O)c1ccc(NC(=O)C2CCCN2C(=O)OCc2ccccc2)cc1 (centres undefined)	-0.1	-1.3	-10	2

Pulled one by one from the entries so far:
SMILES	FBW7 act	GPR151 ag	TEAD-YAP inh	MITF primary
CCOC(=O)CSc1nc2c(c(=O)n1-c1ccccc1C)C1(CCCCC1)Cc1ccccc1-2	0.0	1.7	-5	9
COc1cc(-c2nc3sc4c(c3c(=O)[nH]2)CCCC4)ccc1OC(=O)c1cccs1	-0.5	0.2	1	-8
COc1ccccc1/C=N/NC(=O)CCC(=O)Nc1ccc(F)cc1	0.4	-0.3	18	2
CN1CCC(NCCc2cccc(F)c2)CC1	0.0	-1.0	-4	36
O=C(NCc1ccccc1)N1CCN(Cc2nc(-c3ccccc3)cs2)CC1	-0.3	-1.3	6	-19
CCN(Cc1ccccc1)S(=O)(=O)c1ccc(F)c(C(=O)Nc2cccc(OC)c2)c1	-0.1	-0.9	-5	2

Next structures.
SMILES	FBW7 act	GPR151 ag	TEAD-YAP inh	MITF primary
O=S1(=O)CCC(NC(=S)NCc2ccccc2)C1 (centres undefined)	0.0	1.1	-6	-2
O=C1c2ccccc2CC1Sc1nnc(-c2ccccn2)o1 (centres undefined)	0.1	0.3	-17	12
O=C(Nc1ccc(N2CCCN(C(=O)C3CC3)CC2)cc1)c1cc(-c2ccc(F)cc2)n[nH]1	-0.1	-0.2	-1	-6
O=C(c1cc(-c2ccccc2O)on1)N1CCOCC1	-0.3	-1.1	-52	11
CCN(c1ccc(OC)cc1)S(=O)(=O)c1ccc(-c2cc(C)no2)cc1	0.2	-1.7	-8	7
CCCCN(C)CCn1c(=S)[nH]c2cc3c(cc2c1=O)OCO3	-0.3	-0.7	-19	-8
CCC(Sc1nc(N)cc(=O)[nH]1)C(=O)Nc1ccc(Cl)cn1 (centres undefined)	-0.2	0.3	0	-3
COC(=O)c1ccccc1NC(=O)CSc1nc2ccsc2c(=O)n1-c1ccc(Cl)c(C)c1	-0.1	2.0	3	1
COc1ccc(N2C(=O)CC(Cc3cccc(C)c3)C2=O)cc1 (centres undefined)	-0.1	-0.8	5	-11
O=C(CNCc1ccco1)Nc1ccccc1N1CCOCC1	0.0	0.4	-9	27
CCOC(=O)c1cn2ncc(C(=O)OCC)c2nc1C	-0.1	1.2	-37	10
COc1cc(Nc2nc3c(NCc4cccc(C(F)(F)F)c4)ncnc3n2C(C)C)cc(OC)c1OC	0.2	0.7	1	-8
Cc1c(C(=O)N2CCC(C(N)=O)(N3CCCCC3)CC2)sc2ncn(Cc3ccccc3Cl)c(=O)c12	0.0	-1.1	-4	-3
COC(=O)c1sc(NC(=O)CSc2nc(C)nc3sc4c(c23)CCC4)c(C(=O)OC)c1C	-0.1	-0.7	6	-7
COc1cc(C=Nc2ccc(S(N)(=O)=O)cc2)ccc1OC(C)=O	-0.1	-0.8	1	10
Cc1ccc([N+](=O)[O-])cc1NC(=O)COc1ccccc1C(C)(C)C	-0.3	-0.8	8	-7
COc1ccc(C(=O)NNC2CC(=O)N(c3ccccc3F)C2=O)cc1 (centres undefined)	0.0	-0.2	3	-5
Cc1cc(C(=O)C(C)Cl)c(C)n1Cc1ccco1 (centres undefined)	-0.3	-1.5	-5	7
O=C1/C(=C\c2ccc(N3CCOCC3)cc2)NC(=S)N1c1ccccc1	0.0	-0.1	1	-7
C=C(C)CN(CC)S(=O)(=O)c1ccc2[nH]cc(C(=O)NCCSCc3ccccc3)c(=O)c2c1	-0.1	0.4	-3	6
CCOC(=O)c1sc(NC(=O)CSc2nnc(CNC(=O)COc3ccccc3)n2C)c(C(=O)OCC)c1C	0.1	-1.7	-2	-12
CCCS(=O)(=O)N1CCN(Cc2cccc(OC)c2OC)CC1	0.1	-0.2	-6	46
Cc1ccc(-n2cc(-c3ccccc3)c3c(N4CCOCC4)ncnc32)cc1	0.2	1.7	1	8
O=C(CCN1CCCCC1)N/N=C/c1ccc(Br)cc1	0.1	3.1	-2	8
COc1ccc(NC(=O)CN2CCC(C(N)=O)(N3CCCCC3)CC2)c(OC)c1	0.7	-1.8	10	20
c1ccc2[nH]c(Sc3nc4ccccc4n4cnnc34)nc2c1	-0.2	1.6	7	2
CS(=O)(=O)c1cccc(S(=O)(=O)NCCc2ccc(S(N)(=O)=O)cc2)c1	-0.1	3.5	-5	-2
CCOC(=O)c1cnc2c(OC)cccc2c1N1CCN(CC)CC1	0.1	2.8	2	-1
COc1cccc(CN2C(=O)C3C(C(=O)Nc4cccc(C)c4)C4C=CC3(O4)C2C(=O)NC2CCCCC2C)c1 (centres undefined)	-0.1	5.5*	3	-4
CCn1cc(CNC(=O)c2cc(Cl)ccc2[N+](=O)[O-])c(C)n1	0.1	-0.7	-3	-7
COc1ccc(S(=O)(=O)c2cc3cc(Br)ccc3oc2=O)cc1OC	0.6	-0.3	16	7
COc1ccc(-n2c(SCC(=O)Nc3ccc(OC)cc3OC)nc3[nH]ncc3c2=O)cc1	0.0	-1.1	24	8
N#CC1=C(SCC(=O)Nc2ccc(F)cc2)NC(=O)CC1c1ccc(Cl)cc1 (centres undefined)	0.1	1.3	11	11
CCOC(=O)c1ccc(NC(=O)CSc2nc3ccccc3c(=O)n2CC2COc3ccccc3O2)cc1 (centres undefined)	0.1	-0.2	3	14
COc1ccccc1NC(=O)c1c(C)[nH]c(C(C)=O)c1C	-0.4	-0.4	2	-1
CN=S(=O)(Nc1ccccc1)c1ccc([N+](=O)[O-])cc1 (centres undefined)	0.0	-1.0	5	-8
O=C(NC1CC1)c1ccc(-c2ccc(C(=O)NCCCN3CCCC3=O)s2)cc1	0.1	-1.9	-5	17
Cc1[nH]c(-c2ccc(F)cc2)cc1C(=O)NCc1ccccn1	0.0	0.0	10	-1
Cc1cccnc1CC(C)NC(=O)c1ccc(OC2CCN(Cc3ccccn3)CC2)cc1 (centres undefined)	-0.2	-0.6	4	-2
CC(C)n1cnc2c(N)nc(Nc3ccc(C(F)(F)F)cc3)nc21	0.0	-0.7	-10	1
COCCCNC(=S)N(CCN1CCOCC1)Cc1cc2ccc(C)cc2[nH]c1=O	0.1	0.0	3	0
Clc1nss/c1=N/c1ncccn1	-0.2	-0.2	10	27
COc1ccc(C(CC(=O)O)NC(C)=O)c2ccccc12 (centres undefined)	0.7	-0.4	7	9
COc1ccc(C(=O)N=c2sc3cccc(F)c3n2C)c(OC)c1	-0.1	0.4	11	7
Cc1ccc2c(c1)CN(CCC(=O)NCC1CCN(C3CCCC3)CC1)CC(C)O2 (centres undefined)	0.2	-0.6	10	15
CCc1ccc(NC(=O)c2cc(S(=O)(=O)N(CC)Cc3ccccc3)ccc2F)cc1	0.1	1.4	-3	-3
O=C(c1cc2ccccc2o1)N1CCC(c2nc3ccccc3[nH]2)CC1	0.1	-1.6	14	0
CN(C)S(=O)(=O)c1ccc(C(=O)OC2CCC(C(C)(C)C)CC2)cc1 (centres undefined)	-0.1	0.5	-11	-3
O=C(CCn1c(=O)oc2ccccc21)Nc1nc(-c2ccccc2)cs1	-0.1	0.8	-7	-2
Cc1ccc(N=c2oc3ccc(Br)cc3cc2C(N)=O)cc1	0.0	1.2	2	11
O=C(Nc1ccc(N2CCC(NCc3n[nH]c4c3CCC4)CC2)cc1)c1ccccc1F	-0.2	-1.2	1	-15
COc1ccc2oc(-c3ccccc3C)cc(=O)c2c1	0.0	-2.0	10	4
Cc1ccc(CCNC(=O)C2C3C(=O)N(Cc4ccccc4)CC34C=CC2(C)O4)cc1 (centres undefined)	-0.1	0.6	12	7
CCOC(=O)CSc1nc2c(sc(=S)n2-c2ccccc2OC)c(=O)n1-c1ccccc1OC	0.0	-0.8	-14	2
CCSc1nc2sccn2c(=O)c1C(=O)Nc1ccc(N2CCOCC2)cc1	-0.6	-0.1	-62	0
C=CCOc1ccc(/C=N/n2c(C)nnc2C)cc1OC	0.5	-1.7	12	3
CN(C)CCN(Cc1ccccc1)C(=O)c1c(C(F)(F)F)nc2ccccn12	-0.1	-0.1	2	4
O=c1oc2ccc3ccccc3c2cc1-c1nnc(Nc2ccc(Br)cc2)s1	1.0	-0.2	-4	15

Taken from above:
`CCOC(=O)CSc1nc2c(sc(=S)n2-c2ccccc2OC)c(=O)n1-c1ccccc1OC` | MITF primary: 2
`Cc1ccc2c(c1)CN(CCC(=O)NCC1CCN(C3CCCC3)CC1)CC(C)O2` (centres undefined) | TEAD-YAP inh: 10
`O=C(CCn1c(=O)oc2ccccc21)Nc1nc(-c2ccccc2)cs1` | FBW7 act: -0.1
`CN(C)S(=O)(=O)c1ccc(C(=O)OC2CCC(C(C)(C)C)CC2)cc1` (centres undefined) | MITF primary: -3
`COCCCNC(=S)N(CCN1CCOCC1)Cc1cc2ccc(C)cc2[nH]c1=O` | MITF primary: 0
`COc1ccc2oc(-c3ccccc3C)cc(=O)c2c1` | TEAD-YAP inh: 10
`CN(C)CCN(Cc1ccccc1)C(=O)c1c(C(F)(F)F)nc2ccccn12` | FBW7 act: -0.1
